Screens deposited in PubChem BioAssay by several laboratories.
MC4R antag cAMP: human MC4R antagonism in cAMP assay. P32245. MC4R-expressing cells, MTII-stimulated cAMP, LANCE TR-FRET. inhibition, % at 6.5 µM. 360,000 compounds, 0.48% hits;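 active = inhibition above its plate's cutoff, the mean of tested wells on that plate plus 3 SD, cut at about 29% in these data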;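 also: 0% = Melanotan II alone and 100% = Melanotan II plus saturating MCL0020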
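System: U2OS-MC4R stable cell line; Technique: Eu-cAMP/anti-cAMP TR-FRET, emission 671 nm; Repeats: single well per compound; Also added: Melanotan II; Dosing: one concentration, 6.5 µM nominal; Schedule: 30-min compound, 1-h challenge, 1-h detection, room temperature.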
TLR9-MyD88 block: blocks human TLR9 binding to MyD88; Q9NR96+Q99836; CHO BLA complementation TLR9-MyD88, CCF4 FRET ratio; inhibition, % at 4.98 µM; 340,000 compounds, 0.21% hits; AID 504734;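 active = inhibition above the mean over all tested compounds plus 3 SD, cut at about 21% in these data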;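 also: 0% = DMSO only wells and 100% = clavulanate BLA inhibitor control wells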
EBV LMP1 NFkB: inhibitors of Epstein-Barr LMP1-induced NF-kappaB reporter; 350,000 compounds, 0.69% hits; inhibition, % at 12.5 µM; LMP1-induced NF-kappaB luciferase reporter cells, luminescence; in the data active = inhibition above about 41%;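 also: 0% = neutral control wells and 100% = reference inhibitor control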
SRC3 inh: inhibits human SRC3 coactivator. Q9Y6Q9. HEK293 GAL4-SRC3 luciferase reporter, luminescence. inhibition, % at 3.6 µM. 360,000 compounds, 0.17% hits. AID 588352;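 active = inhibition above a per-campaign cutoff, the mean of all compounds plus 3 SD, cut at about 60% in these data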;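 also: 0% = DMSO-treated cells and 100% = gossypol-treated cells at 36 µM; higher means less SRC3-driven luciferase light from the GAL4 reporter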
SRC2 inh: human SRC2 (NCOA2) inhibition | Q15596 | HEK293 GAL4-SRC2 luciferase reporter, luminescence | inhibition, % at 9 µM | 370,000 compounds, 0.17% hits | AID 651957;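 active = inhibition above the mean inhibition of all tested compounds plus 3 SD, set per campaign, cut at about 52% in these data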;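 also: 0% = DMSO treated cells and 100% = cells given Gossypol at 36 µM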
ABHD5 PLIN5 PPI: blocks binding of human ABHD5 to perilipin-5; Q00G26+Q8WTS1; Split G. princeps luciferase complementation, luminescence, 4 h; inhibition, % at 4 µM; 360,000 compounds, 0.78% hits;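 active = inhibition above the mean inhibition across every tested compound plus 3 SD, cut at about 22% in these data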;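 also: 0% = DMSO only wells and the 100% control is not disclosed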
NOD2 RIPK2 PPI: blocks binding of human NOD2 to RIPK2; O43353; CHO BLA complementation NOD2-RIPK2, CCF4 ratio; inhibition, % at 4.98 µM; 360,000 compounds, 0.38% hits; in the data active = inhibition above about 21%;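 also: 0% = vehicle only and 100% = reference blocker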
Target sequence (O43353 whole entry, looked up): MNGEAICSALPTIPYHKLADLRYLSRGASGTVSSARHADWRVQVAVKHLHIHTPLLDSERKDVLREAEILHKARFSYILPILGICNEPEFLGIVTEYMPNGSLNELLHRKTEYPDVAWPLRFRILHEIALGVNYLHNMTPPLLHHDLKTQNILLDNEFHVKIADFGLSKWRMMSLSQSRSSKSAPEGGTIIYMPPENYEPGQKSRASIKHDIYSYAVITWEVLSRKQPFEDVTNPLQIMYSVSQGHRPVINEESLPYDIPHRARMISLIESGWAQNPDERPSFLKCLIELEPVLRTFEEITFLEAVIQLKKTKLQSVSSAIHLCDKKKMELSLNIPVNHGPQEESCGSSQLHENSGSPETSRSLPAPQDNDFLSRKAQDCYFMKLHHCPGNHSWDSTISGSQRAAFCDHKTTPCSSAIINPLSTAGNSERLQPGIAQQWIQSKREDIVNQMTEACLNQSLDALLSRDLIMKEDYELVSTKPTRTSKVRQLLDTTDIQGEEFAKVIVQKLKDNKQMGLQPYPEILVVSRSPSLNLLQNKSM
MC4R barr agon: activates human MC4R beta-arrestin recruitment. U2OS MC4R beta-arrestin complementation, luminescence; percent of melanotan II response, DMSO zero. activation, % at 8.9 µM. P32245. AID 540308. 360,000 compounds, 0.98% hits;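 active = activation above a per-plate cutoff, the mean activation of sample wells on that plate plus 3 SD, cut at about 8% in these data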
NR5A2 inv ag: suppresses constitutive activity of human LRH-1; O00482; HEK293T StAR-luciferase reporter, LRH-1 transfected, 24 h; inhibition, % at 3.6 µM; 360,000 compounds, 0.13% hits;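 active = inhibition above the mean inhibition of all tested compounds plus 3 SD, cut at about 73% in these data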;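 also: 0% = DMSO wells and 100% = reporter-only cells lacking LRH-1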
Target sequence (O00482 whole entry, looked up): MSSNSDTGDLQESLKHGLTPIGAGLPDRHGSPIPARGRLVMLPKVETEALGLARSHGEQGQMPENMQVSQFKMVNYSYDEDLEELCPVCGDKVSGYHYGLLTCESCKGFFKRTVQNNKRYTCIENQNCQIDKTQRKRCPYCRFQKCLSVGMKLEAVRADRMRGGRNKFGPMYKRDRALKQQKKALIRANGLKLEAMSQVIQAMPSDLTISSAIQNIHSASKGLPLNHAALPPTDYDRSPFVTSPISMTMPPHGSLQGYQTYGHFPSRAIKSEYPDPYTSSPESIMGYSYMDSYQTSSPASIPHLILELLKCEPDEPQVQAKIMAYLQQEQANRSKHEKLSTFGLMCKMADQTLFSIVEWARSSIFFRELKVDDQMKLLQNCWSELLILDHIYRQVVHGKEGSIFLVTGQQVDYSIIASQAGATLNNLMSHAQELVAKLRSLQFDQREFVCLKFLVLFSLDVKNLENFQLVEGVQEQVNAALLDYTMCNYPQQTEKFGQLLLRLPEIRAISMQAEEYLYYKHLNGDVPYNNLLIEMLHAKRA
COUP-TFII inh: inhibitors of human COUP-TFII (NR2F2); AID 686940; HEK293T NGFI-A luciferase reporter, luminescence; 370,000 compounds, 0.7% hits; P24468; inhibition, % at 8.6 µM;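 active = inhibition above a per-plate cutoff, mean inhibition of test wells between control levels plus 3 SD, cut at about 38% in these data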;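 also: cells cotransfected with COUP-TFII expression vector driving the NGFI-A reporter; 0% = median of COUP-TF2 test wells and 100% = reporter-only cells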
SRC1 inh: human NCOA1 inhibition. 360,000 compounds, 0.12% hits. Q15788. AID 588354. inhibition, % at 3.6 µM. HEK293 GAL4-SRC1 luciferase reporter, luminescence;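 active = inhibition above the campaign mean plus 3 SD, with each screening campaign given its own cutoff, cut at about 60% in these data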;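 also: 0% = DMSO treated cells and 100% = gossypol at 36 µM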
The depositor's hits bear a star; nt = no result given.

The first 10 entries as a preview:
smiles	MC4R antag cAMP	TLR9-MyD88 block	EBV LMP1 NFkB	SRC3 inh	SRC2 inh	ABHD5 PLIN5 PPI	NOD2 RIPK2 PPI	MC4R barr agon	NR5A2 inv ag	COUP-TFII inh	SRC1 inh
CCC(CC)NC(=O)c1oc2ccccc2c1COc1ccccc1	5	-6	0	17	9	-7	-10	2.7	25	1	15
CCC(=O)N(c1ccc(F)cc1)C1C=CS(=O)(=O)C1 (configuration not stated)	0	8	9	3	12	-13	2	0.0	-8	12	-1
Cc1onc(-c2ccccc2)c1C(=O)N/N=C/c1c[nH]c2ccccc12	20	0	-15	16	-3	-2	1	-0.6	12	18	-4
CC(=O)Nc1c(C(=O)O)oc2ccccc12	5	-4	-7	-26	-23	-6	-10	-1.6	-6	-51	-48
NC(=S)N/N=C/c1ccc(-c2cc(Cl)cc(Cl)c2)o1	3	3	-3	15	5	-10	-11	-1.2	17	-5	6
O=c1[nH]c(C2CCCN(S(=O)(=O)c3ccccc3)C2)nc2c1nnn2Cc1ccccc1 (configuration not stated)	-11	-2	0	7	-1	2	10	-0.3	20	9	-4
COC(=O)c1ccc(CNC(=O)COC(=O)c2cc(Cl)nc(Cl)c2)cc1	0	5	-6	2	-33	3	-2	-3.7	42	-5	-3
C=CCN(C(=O)CNS(=O)(=O)c1ccccc1)C(C(=O)NCCOC)c1ccncc1 (configuration not stated)	5	6	-8	-1	-41	7	-5	0.2	16	14	8
CCOC(=O)[C@]12CCC=C1N(CCC1=CCCCC1)C(=O)[C@H](CC(=O)NCc1cccc3ccccc13)C2	nt	nt	nt	nt	15	-2	-3	nt	-20	-1	nt
CC(NC(=O)c1ccc2c(c1)OCO2)C(c1cccs1)N1CCOCC1 (configuration not stated)	14	12	6	-22	-20	-1	-8	0.4	-11	-6	-6

The whole of this part, previewed entries included:
smiles	MC4R antag cAMP	TLR9-MyD88 block	EBV LMP1 NFkB	SRC3 inh	SRC2 inh	ABHD5 PLIN5 PPI	NOD2 RIPK2 PPI	MC4R barr agon	NR5A2 inv ag	COUP-TFII inh	SRC1 inh
CCC(CC)NC(=O)c1oc2ccccc2c1COc1ccccc1	5	-6	0	17	9	-7	-10	2.7	25	1	15
CCC(=O)N(c1ccc(F)cc1)C1C=CS(=O)(=O)C1 (configuration not stated)	0	8	9	3	12	-13	2	0.0	-8	12	-1
Cc1onc(-c2ccccc2)c1C(=O)N/N=C/c1c[nH]c2ccccc12	20	0	-15	16	-3	-2	1	-0.6	12	18	-4
CC(=O)Nc1c(C(=O)O)oc2ccccc12	5	-4	-7	-26	-23	-6	-10	-1.6	-6	-51	-48
NC(=S)N/N=C/c1ccc(-c2cc(Cl)cc(Cl)c2)o1	3	3	-3	15	5	-10	-11	-1.2	17	-5	6
O=c1[nH]c(C2CCCN(S(=O)(=O)c3ccccc3)C2)nc2c1nnn2Cc1ccccc1 (configuration not stated)	-11	-2	0	7	-1	2	10	-0.3	20	9	-4
COC(=O)c1ccc(CNC(=O)COC(=O)c2cc(Cl)nc(Cl)c2)cc1	0	5	-6	2	-33	3	-2	-3.7	42	-5	-3
C=CCN(C(=O)CNS(=O)(=O)c1ccccc1)C(C(=O)NCCOC)c1ccncc1 (configuration not stated)	5	6	-8	-1	-41	7	-5	0.2	16	14	8
CCOC(=O)[C@]12CCC=C1N(CCC1=CCCCC1)C(=O)[C@H](CC(=O)NCc1cccc3ccccc13)C2	nt	nt	nt	nt	15	-2	-3	nt	-20	-1	nt
CC(NC(=O)c1ccc2c(c1)OCO2)C(c1cccs1)N1CCOCC1 (configuration not stated)	14	12	6	-22	-20	-1	-8	0.4	-11	-6	-6
O=C(Cc1coc2cc3c(cc12)CCC3)NCC1(N2CCCCC2)CCCCC1	-1	-4	-3	17	-12	8	-11	-0.2	4	6	5
O=C(Cc1ccccc1F)Nc1nc2ccccc2[nH]1	7	6	-2	-15	-11	-5	-5	-3.0	-46	-30	-6
Cc1c(C(=O)N2CC3(CC(c4cccc(NC(=O)[C@H]5CCC(=O)N5)c4)=NO3)C[C@@H]2C(N)=O)cc([N+](=O)[O-])cc1[N+](=O)[O-] (some centres not stated)	5	7	-11	-2	-21	5	-7	-1.0	1	5	8
Cc1ccc(-n2nc3c(N4CCC(C(=O)NCc5cccc(F)c5)CC4)nnc(C)c3c2C)cc1	4	1	-12	-14	nt	5	4	-1.8	-12	nt	-19
O=[N+]([O-])c1ccccc1OCCCN1CCOCC1	1	5	-13	-17	13	1	5	-3.0	4	17	-11
CN(Cc1ccccc1)C(=O)NC1CCCCC1	11	6	3	2	-13	-4	-3	-1.1	-1	4	-5
CN(Cc1ccccc1)Cc1nc2c([nH]1)c(=O)n(C)c(=O)n2C	9	10	-8	-3	-11	4	-16	2.9	3	4	0
COC(=O)C(CC(=O)c1ccc(C)cc1)n1nc(C)cc1C (configuration not stated)	4	-4	-6	1	4	9	3	-2.0	5	15	-19
COc1ccc(OC)c2sc(NNC(=O)COc3ccccc3)nc12	10	6	-6	10	-9	-5	0	-1.1	10	-11	15
Cc1ccccc1CNC(=O)CCCC(=O)n1nc(C)c2ccccc21	6	-4	0	14	-5	-5	0	-2.4	-19	11	9
O=C(Nc1ccncc1)c1ccc2ncsc2c1	-5	6	-4	-11	-13	-3	0	-1.3	-2	13	-1
CCOC(=O)C(C)Sc1ncc(OC)c(Sc2ccc(Cl)cc2)n1 (configuration not stated)	3	-5	-11	13	-11	-6	-6	-1.4	18	3	2
OCCN(CCO)CC(O)COCCC12CC3CC(CC(C3)C1)C2 (configuration not stated)	-1	-15	73*	8	-9	0	-4	-0.3	6	1	-4
O=C1CC(N2CCC(O)CC2)C(=O)N1c1ccc(Br)cc1 (configuration not stated)	1	-1	-1	-4	7	4	-3	-1.1	15	3	-5
OCCOCCOCCn1c2ccccc2c2ccccc21	9	-4	-13	4	15	3	11	-2.9	-5	10	-10
O=C(C1CC(=O)N(c2ccc3c(c2)OCCO3)C1)N1CCN(Cc2ccccc2)CC1 (configuration not stated)	9	4	-6	-23	-8	2	8	2.9	0	10	-7
O=C(c1cccnc1)N1CCC2CC1c1c(Cl)cccc12 (configuration not stated)	-4	15	2	-14	11	3	13	0.1	2	6	2
Cc1ccccc1CNC(=O)c1ccc2sc([C@H]3C[C@H](O)[C@@H](CO)O3)nc2c1	2	nt	nt	-24	-3	2	-7	0.5	-2	9	-1
COc1ccc(C(=O)/C=C/c2ccc(OC)c(COc3ccccc3F)c2)cc1	14	-16	3	5	-5	-3	-7	3.2	13	-3	7
COc1ccc(C(=O)N2CCN(S(=O)(=O)N3CCOCC3)CC2)cc1OC	16	-10	-12	-4	1	5	-7	1.9	-16	-19	-9
C=CCn1c(O)c(N=NC(=S)Nc2ccc(OC)cc2)c2ccccc21	-12	2	19	15	-1	-5	-11	-2.1	-14	2	19
O=C(Cc1cccs1)Nc1ccc(F)c(F)c1	8	-8	3	-3	-33	2	-14	-0.9	-7	3	9
O=C(COC(=O)c1ccc[nH]c1=O)NCCc1ccc(Cl)cc1Cl	1	-4	-29	-85	-56	-3	1	0.2	-135	-32	-107
CCCN1CCN(C(c2cc3cc4c(cc3[nH]c2=O)OCO4)c2nnnn2C(C)(C)C)CC1 (configuration not stated)	7	-1	-27	-9	-18	2	-3	1.5	-50	-15	-14
Cc1ccc(S(=O)(=O)Nc2nccs2)cc1[N+](=O)[O-]	16	nt	-1	-1	-13	0	-6	-0.7	-3	8	-39
NC(=O)c1ccccc1N1CCCCC1	20	-5	1	8	28	-7	0	-0.4	3	18	14

3 compounds already listed, arranged by their value in MC4R barr agon, ascending.
| compound | MC4R barr agon |
| --- | --- |
| OCCOCCOCCn1c2ccccc2c2ccccc21 | -2.9 |
| Cc1ccc(S(=O)(=O)Nc2nccs2)cc1[N+](=O)[O-] | -0.7 |
| COc1ccc(C(=O)/C=C/c2ccc(OC)c(COc3ccccc3F)c2)cc1 | 3.2 |

Later entries.
smiles	MC4R antag cAMP	TLR9-MyD88 block	EBV LMP1 NFkB	SRC3 inh	SRC2 inh	ABHD5 PLIN5 PPI	NOD2 RIPK2 PPI	MC4R barr agon	NR5A2 inv ag	COUP-TFII inh	SRC1 inh
O=C(NCc1ccc2c(c1)CCO2)Nc1cccc(C(F)(F)F)c1	1	nt	5	15	22	8	8	4.7	-12	10	23
CCOc1ccc(S(=O)(=O)NCCCn2ccnc2)cc1NC(C)=O	2	-1	-14	7	12	1	-2	-1.4	5	-3	1
CN1C2CCC1CC(NS(=O)(=O)c1ccc(C#N)cc1)C2 (configuration not stated)	9	-5	-1	6	-7	-3	0	-1.4	-10	3	1
O=C(NC(=S)NCc1ccncc1)c1ccccc1	12	-3	10	-8	18	13	0	5.3	9	-11	19
O=C(CSc1cccc[n+]1[O-])NCC1CCCCC1	4	10	-5	18	-26	14	0	2.8	9	-9	4
Cc1ccc(C)c(NC(=O)c2cc3ccccn3n2)c1	4	-4	-20	-82	-67	-1	-12	0.1	-56	-18	-82
CSc1ccccc1NS(=O)(=O)c1cccc2nonc12	5	-6	1	-2	-18	1	-4	-2.4	20	10	-23
CCOC(=O)Cc1nnc(Nc2ccc(C(=O)NC)cc2)c2ccccc12	0	-7	7	2	-20	-13	-2	1.1	-11	15	-5
COc1ccccc1N1CCN(/N=C/c2ccc(OC)c(OC)c2OC)CC1	-5	-13	-6	6	-11	4	-9	-0.6	-3	-8	-11
C=CCn1cnc2sc(C(=O)Nc3ccccc3OC)c(C)c2c1=O	10	-11	9	4	-8	0	-10	-1.2	-9	5	-7
C[C@H](CO)N1C[C@H](C)[C@@H](CN(C)Cc2ccc(-c3ccccc3)cc2)Oc2ncc(C#C[C@@H](C)O)cc2C1=O	6	-8	-11	-7	-21	-2	0	-0.9	-7	8	-13
CC(C)CCN1CCN(Cc2nc(-c3ccccc3)cs2)CC1CCO (configuration not stated)	18	-15	-11	12	-3	-6	-6	2.2	-6	5	-6
N#CC(c1ccc([N+](=O)[O-])cc1)C(CC(=O)c1ccccc1)c1ccccc1 (configuration not stated)	7	0	-3	-17	25	-1	-9	0.3	13	2	-19
COC(=O)c1ccc(N2NC(=O)/C(=C/c3cc(OC)c(O)c(OC)c3)C2=O)cc1	4	5	-2	1	0	-6	0	-1.1	-2	14	-1
O=C(N/N=C/c1ccc(Cl)c([N+](=O)[O-])c1)c1cc(-c2ccc3c4c(cccc24)CC3)n[nH]1	25	-8	35	7	2	4	3	4.0	-1	2	2
Cc1c(C(=O)OCC[N+]2(C)CCCCC2)oc2ccccc12	4	3	-3	11	-11	10	4	2.7	12	9	14
CCOc1ccccc1CN1CCC(O)CC1	-6	-10	-6	11	8	3	10	1.4	10	2	1

A portion of the library; the hit share may differ from the screen's.
